ERG-DNA inh = blocks human ERG Ets domain binding to DNA | AID 624246 | fluorescence polarization, His-ERG Ets domain / labelled DNA | Potency, µM (doses to about 76.9 µM), for the others: at the top dose FP activity, negative = inhibition, hits mostly inhibitors | actives 0.028% (n = 370,000) | P11308; active = well fitted inhibition curve with a large enough effect in the polarisation, with a control signal flat; inconclusive = small, poorly fitted or top-dose-only effect, or effect the other way, or a change in a side signal; inactive = no such curve, though single readings can be large or run the other way; the % refers to the polarisation;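 also: polarization taken with two DNA probes labelled with fluorescein and Texas red; potency is read from the fitted curve at half-maximal effect; % of control where 0% means no effect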
Target sequence (P11308 whole entry, looked up, the tested form may be a part): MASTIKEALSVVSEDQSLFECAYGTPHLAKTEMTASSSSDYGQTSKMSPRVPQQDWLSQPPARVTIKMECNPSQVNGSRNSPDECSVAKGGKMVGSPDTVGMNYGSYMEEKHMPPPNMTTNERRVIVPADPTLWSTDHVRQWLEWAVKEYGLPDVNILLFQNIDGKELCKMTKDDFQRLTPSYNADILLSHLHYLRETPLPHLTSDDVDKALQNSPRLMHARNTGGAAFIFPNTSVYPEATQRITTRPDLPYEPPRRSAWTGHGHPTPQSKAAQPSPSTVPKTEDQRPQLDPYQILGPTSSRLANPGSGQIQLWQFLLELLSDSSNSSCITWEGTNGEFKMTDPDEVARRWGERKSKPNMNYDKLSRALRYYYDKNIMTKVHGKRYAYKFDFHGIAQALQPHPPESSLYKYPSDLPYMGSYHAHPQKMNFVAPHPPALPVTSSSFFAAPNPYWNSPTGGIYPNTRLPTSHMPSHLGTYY
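His-tagged ERG Ets domain (1 uM in the protein solution; 300mM KCl, 50mM Tris-HCl, 1mM EDTA, 1mM DTT, pH 7.5) received compound, then a probe mix of 5 nM fluorescein-DNA and 100nM Texas-615-DNA. Fluorescence polarization was read for both dyes.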
Vif-APOBEC3F blk = inhibitors of Vif-A3F interaction; HeLa A3F-eYFP + Vif (tagged APOBEC3F with the HIV-1 protein that degrades it), YFP fluorescence increase; Potency, µM (titrated, usually from 46.1 µM), for the others: at the highest dose activity, negative = active; actives 0.2% (n = 390,000); AID 602313; also: potency is read from the fitted curve at half-maximal effect; % of control where 0% means no effect; nearly all actives have a fitted effect of over 65% in size
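HeLa cells stably expressing A3F-eYFP plus Vif, plated and incubated overnight at 37 deg C, then exposed to compounds overnight at 37 deg C. Blocked degradation read as raised yellow fluorescence (Ex 488/Em 500-530).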
D2 antagonist = D2 dopamine receptor (human) antagonism; P14416; HEK293 TREx D2 cells, calcium flux, dopamine EC80; inhibition, % at 10 µM; actives 2% (n = 340,000); AID 485344; in the data active = inhibition above about 30%; also: 0% is about no effect
Target sequence (P14416 whole entry, looked up): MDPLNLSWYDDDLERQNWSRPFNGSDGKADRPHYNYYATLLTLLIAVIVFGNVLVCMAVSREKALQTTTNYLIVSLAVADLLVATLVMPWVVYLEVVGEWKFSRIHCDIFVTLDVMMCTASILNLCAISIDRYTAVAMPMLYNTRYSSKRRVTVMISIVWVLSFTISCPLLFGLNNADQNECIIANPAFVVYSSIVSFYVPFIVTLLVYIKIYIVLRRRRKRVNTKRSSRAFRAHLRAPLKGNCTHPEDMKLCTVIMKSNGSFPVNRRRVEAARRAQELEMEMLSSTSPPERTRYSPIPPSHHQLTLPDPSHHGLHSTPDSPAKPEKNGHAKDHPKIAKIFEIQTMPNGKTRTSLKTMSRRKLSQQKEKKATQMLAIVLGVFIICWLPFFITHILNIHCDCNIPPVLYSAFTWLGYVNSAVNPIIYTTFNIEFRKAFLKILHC
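Calcium mobilization kinetics were recorded at 1 s intervals in tetracycline-induced HEK293 T-REx D2 cells, first for 180 s after compound addition and then 180 s after EC80 dopamine.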
12-LOX inh = blocks human arachidonate 12S-lipoxygenase; purified 12hLO, xylenol orange hydroperoxide absorbance; Potency, µM (highest dose often 108 µM), inactives show top-dose activity change, negative = inhibition, most hits filed as inhibitors; actives 1.1% (n = 580,000); AID 1671190; also: potency is read from the fitted curve at half-maximal effect; % is scaled to controls: 0 for no effect and ±100 for the full control effect
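Purified human 12hLO at 150 nM in 25 mM Hepes, 0.01% Triton X-100, pH 7.0, preincubated 15 min at room temperature with compound. Reaction started with 40 uM arachidonic acid, 30 min at room temperature. Hydroperoxide measured by Fe-xylenol orange, 573/405 nm absorbance ratio.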
Glioma ERSR ind = ER stress response induction in glioma; U87-MG GRP78 promoter luciferase reporter, 16 h; Potency, µM, for inactives: at the top dose activation, most hits filed as activators; actives 0.02% (n = 420,000); AID 602332; also: potency is read from the fitted curve at half-maximal effect; series mostly up to about 76 µM; % of control where 0% means no effect; nearly all actives have a fitted effect of over 35% in size
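Stably transfected U87-MG glioma cells carrying a GRP78-based luciferase sensor; 16 h compound incubation. Luminescence end-point read 10 min after Bright-Glo addition at room temperature.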
Vif-APOBEC3G blk = blocks the Vif interaction with human APOBEC3G. Q9HC16. HeLa A3G-eYFP + Vif (tagged APOBEC3G with the HIV-1 protein that degrades it), YFP fluorescence, overnight. Potency, µM (titrated, usually from 46.1 µM), for the others: at the top dose activity, negative = active, most hits filed as inhibitors. actives 0.076% (n = 410,000);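 also: potency is read from the fitted curve at half-maximal effect; % is scaled to controls: 0 for no effect and ±100 for the full control effect; nearly all actives have a fitted effect of over 60% in size; hits raise eYFP signal because A3G escapes Vif-driven loss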
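HeLa cells stably expressing Vif and C-terminally eYFP-tagged A3G, seeded overnight at 37 deg C, then exposed to compound by pintool overnight at 37 deg C. Rise in yellow fluorescence (Ex 488/Em 500-530, Acumen) marks blocked Vif-driven A3G degradation.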
RGS4 inhibitor = inhibitors of human regulator of G protein signaling 4 | P49798 | Transcreener GDP fluorescence polarization, RGS4-accelerated GTP hydrolysis | AID 504845 | actives 0.039% (n = 390,000) | Potency, µM (doses to about 114 µM), for inactives: top-dose activity change, negative = inhibition, hits mostly inhibitors; also: potency is read from the fitted curve at half-maximal effect; % is scaled to controls: 0 for no effect and ±100 for the full control effect; nearly all actives have a fitted effect of over 75% in size; some results filed as inactive show a strong effect at the top dose
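MLSMR compounds (23 nl, pin-transferred) preincubated 10 min at room temperature with a 500nM (2x) first reagent, then RGS4 at 900nM (2x) plus Transcreener GDP mix added; fluorescence polarization (620/688 nm) read before and after 90 min at 30 °C.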
LDHA inh = blocks human lactate dehydrogenase A; P00338; purified LDHA, NADH/diaphorase-resazurin fluorescence; hits give low values; activity change, % (values are at about 110 or 230 µM); actives 0.15% (n = 480,000); in the data active = activity change below about -30%; inconclusive = mostly about -25% to -30%;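 also: plate controls were DMSO wells for no effect and wells without enzyme for full effect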
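Enzyme activity of human lactate dehydrogenase 5 (2 nM; 0.06 mM NADH, 0.2 mM pyruvate, 5 min, RT) is measured via a resazurin/diaphorase fluorescence readout of residual NADH.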
D2 ag = activates the human D2 dopamine receptor. HEK293 T-REx D2 cells, calcium flux agonist mode. P14416. activation, % at 2 µM. actives 0.53% (n = 340,000);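 active = activation over 3 SD above normal in the single-dose calcium agonist read, cut at about 30% in these data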; also: 0% is about no effect
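Agonism is scored from calcium flux in a force-coupled, inducible HEK293 cell line expressing D2, read kinetically for 180 s after compound addition against dopamine controls.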
* marks the source's active call; other numbers are inactive results; ? = inconclusive; · = not tested or not shown; & = joins results of further samples; [ ] = another dose, or the depositor's remark. Unless noted, calls follow the shape of the dose curve; as a rule, active = well fitted curve in the direction sought with a large enough effect; inconclusive = small, poorly fitted or top-dose-only effect, or another doubt; inactive = no such curve, though single readings can be large; an effect the other way counts as inactive or inconclusive.

SMILES | ERG-DNA inh | Vif-APOBEC3F blk | D2 antagonist | 12-LOX inh | Glioma ERSR ind | Vif-APOBEC3G blk | RGS4 inhibitor | LDHA inh | D2 ag
CCOP(=O)(OCC)C(NC(=O)c1ccc(OC)cc1)C(Cl)(Cl)Cl (stereo not drawn) | -9% | -1% | -17 | 0% | -3% | -6% | -6% | -4 | 0.8
CC1=C(C)CC2(C(=O)NC(=S)NC2=O)C(C)C1 (stereo not drawn) | -2% | 10% | · | -9% | -3% | -8% | 21% | -11 | ·
Cc1ccc(Cn2cc(C=O)c(-c3ccc(F)cc3)n2)cc1 | 8% | -11% | 17 | 0% | 3% | -7% | 22% | -1 | 0.4
O=Cc1cn(Cc2ccc(F)cc2Cl)c2ccccc12 | 17% | 13% | 6 | -10% | -4% | 4% | -6% | -4 | 0.2
COC(=O)C1=C(c2c(C)noc2C)C[C@@H]2CC[C@H]1N2C(=O)N1CCC(C)CC1 | 4% | 7% | -6 | 14% | -1% | 4% | -4% | -3 | -0.3
Cc1cc(C=C2C(=O)NC(=S)NC2=O)c(C)n1C1CCCC1 | -5% | -3% | -14 | ? | ? | -12% | ? | -4 | 5.0
O=C1C2CCCC1C(N1CCCCC1)CC2 (stereo not drawn) | -4% | -4% | -21 | -9% | -6% | 2% | 2% | -3 | -0.2
COC(=O)C1=C(c2ccc(OC(F)(F)F)cc2)C[C@@H]2CC[C@H]1N2C(=O)N1CCC(C)CC1 | -5% | -10% | 4 | 2% | -3% | -1% | 7% | 1 | -1.1
CCC(=NC1CC1)c1c(O)n(C2CCCCC2)c(=O)[nH]c1=O | -7% | -1% | -30 | -4% | 4% | 3% | 0% | -4 | -0.7
CC(=O)c1c(C)n(CC2CCCO2)c2ccc(O)cc12 (stereo not drawn) | · | -2% | -2 | 3% | 0% | 0% | 15% | 3 | 0.6
CCOC(=O)C1(CCc2ccccc2)CCN(Cc2ccco2)CC1 | -1% | -6% | 1 | 2% | -5% | 2% | 28% | -8 | 0.4
O=C1NC(=O)C(=Cc2ccc(-c3ccc(Cl)cc3)o2)C(=O)N1 | 15% | -9% | -13 | · | 0% | -16% | ? | -9 | -0.6
O=c1c2ccccc2nc(-c2cccs2)n1-c1cnccn1 | -3% | -1% | 3 | 72%[activator] | 0% | 1% | 0% | -5 | -1.3
O=C1NC2C(=CC(O)C(O)C2O)c2cc3c(c(O)c21)OCO3 (stereo not drawn) | · | -9% | · | 5% | -7% | -11% | ? | 8 | ·
O=C(Cc1ccccc1)N1CCN(Cc2ccc(Cl)cc2)CC1 | -11% | 14% | · | ? | -1% | 3% | -15%[56.9 µM] | -13 | ·
O=c1c2ccccc2nc(CSc2ncnc3nc[nH]c23)n1-c1ccccc1Cl | 7% | 6% | 11 | -9% | -2% | -2% | -12% | -4 | 0.6
CCOc1cc(/C=C2\C(=O)NC(=O)N(C)C2=O)cc([N+](=O)[O-])c1O | 20% | -8% | -2 | ? | -2% | 4% | ? | -3 | 1.3
CC(CC(C#N)(c1ccccc1)c1ccccc1)N(C)C (stereo not drawn) | -6% | 0% | · | -1% | -6%&-3% | 1% | 6% | -11 | ·
NC(=O)Nc1ccc(C(=O)OCC(=O)Nc2ccc(Cl)cc2C(=O)c2ccccc2)cc1 | 2% | 3% | -19 | 12% | -3% | -1% | 2% | 5 | -0.4
Cc1cc(=O)oc2cc(OCC(=O)N3CCN(C(C)c4ccccc4)CC3)c(Cl)cc12 (stereo not drawn) | 0% | 7% | 4 | 4% | -4% | 3% | 14% | -5 | 0.3
O=C1NC(=O)N(CCC2=CCCCC2)C(=O)/C1=C/c1ccc(O)cc1 | -4% | -6% | -12 | ? | -1% | -5% | ? | 3 | 0.8
CN(C)C(=O)Oc1cc(=O)n2c3c(cccc13)CCC2 | 0% | 1% | -26 | -3% | -5% | 0% | 10% | -2 | -0.1
Cc1ccsc1C(=O)C1CCCN(Cc2cccc(-n3cccn3)c2)C1 (stereo not drawn) | 14% | -8% | -9 | 0% | -4% | 2% | -4% | -3 | 0.1
COC(=O)[C@@H]1C[C@]2(C(=O)O)c3ccccc3N(OOSc3ccccc3)[C@@H]2N1C(=O)OC | -4% | -1% | · | 5% | -1% | -2% | 2% | -2 | ·
CCOc1ccc(-c2cc(C)[n+](CCN3CCOCC3)c(-c3ccc(OCC)cc3)c2)cc1 | -5% | 1% | -7 | 0% | -4% | 2% | -16% | 5 | ·
COc1cc(OC)c(OC)cc1CNC(C)C(O)c1ccccc1 (stereo not drawn) | 5% | -7% | -8 | ? | -5% | -1% | 46% | 0 | 1.1
COP(=O)(OC)Oc1ccc(C(O)C(Cl)(Cl)Cl)cc1 (stereo not drawn) | 5% | -2% | -12 | 33%[activator] | -2% | -3% | 9% | -5 | 0.4
CC1=NN(c2ccccc2)C(=O)C1/C=C1\C(=O)NC(=O)N(c2ccc(C)c(C)c2)C1=O (stereo not drawn) | -5% | -13% | -23 | -3% | -5% | -2% | -11%[11.4 µM] | -2 | -0.4
O=C1/C(=C/c2ccccc2)C[C@@]2(O)[C@H]3Cc4ccc(O)c5c4[C@@]2(CCN3CC2CC2)C1O5 (stereo partly drawn) | 8% | -2% | · | · | -12% | ? | -33% | -2 | ·
O=C(C(=O)N1CCOCC1)c1cn(Cc2ccccc2F)c2ccccc12 | -1% | 3% | 2 | 11% | -4% | 3% | 11% | -3 | 1.6
C=CCN1C(=O)NC(=O)/C(=C/c2c(CCN(C)C(=O)c3ccccc3)cc3c(c2OC)OCO3)C1=O | -6% | 0% | · | ? | 0% | -1% | -35% | -1 | ·
COC(=O)C1=C(c2cccc(C#N)c2)C[C@@H]2CC[C@H]1N2C(=O)NC(C)C | -7% | 2% | 5 | -24% | 2% | 3% | 0% | -1 | 0.4
COC(=O)C1=C(c2cccc(OCc3ccccc3)c2)C[C@@H]2CC[C@H]1N2C(=O)NCc1ccccc1C(F)(F)F | 9% | 0% | -5 | 2% | -4% | 1% | 14% | 0 | 0.0
CC1CN(c2ccc([N+](=O)[O-])c3cccnc23)CC(C)N1 (stereo not drawn) | 4% | -7% | -3 | -2% | -2% | 1% | -32% | 17 | -0.8
Cn1cc(C(=O)OCC(=O)N2CCCC2)c2ccccc21 | -15% | -3% | -1 | 187%[activator] | -1% | -1% | -43% | -11 | 0.1
COC(=O)C1=C(c2ccccc2)C[C@@H]2CC[C@H]1N2C(=O)NCC1CC1 | 2% | -3% | · | 20% | -5% | 1% | 13% | -12 | ·
Cc1ccc(OCC(=O)N2CCN(Cc3cccnc3)CC2)cc1 | 4% | -5% | 16 | -31% | -5% | -7% | -4% | -32* | 0.5
Cn1cc[n+](C)c1P(=S)(c1ccccc1)c1ccccc1 | -11% | -3% | -7 | ? | -3% | -5% | -40% | -8 | 2.2

A stretch from further up, as a working copy:
SMILES | ERG-DNA inh | Vif-APOBEC3F blk | D2 antagonist | 12-LOX inh | Glioma ERSR ind | Vif-APOBEC3G blk | RGS4 inhibitor | LDHA inh | D2 ag
CCOP(=O)(OCC)C(NC(=O)c1ccc(OC)cc1)C(Cl)(Cl)Cl (stereo not drawn) | -9% | -1% | -17 | 0% | -3% | -6% | -6% | -4 | 0.8
CC1=C(C)CC2(C(=O)NC(=S)NC2=O)C(C)C1 (stereo not drawn) | -2% | 10% | · | -9% | -3% | -8% | 21% | -11 | ·
Cc1ccc(Cn2cc(C=O)c(-c3ccc(F)cc3)n2)cc1 | 8% | -11% | 17 | 0% | 3% | -7% | 22% | -1 | 0.4
O=Cc1cn(Cc2ccc(F)cc2Cl)c2ccccc12 | 17% | 13% | 6 | -10% | -4% | 4% | -6% | -4 | 0.2
COC(=O)C1=C(c2c(C)noc2C)C[C@@H]2CC[C@H]1N2C(=O)N1CCC(C)CC1 | 4% | 7% | -6 | 14% | -1% | 4% | -4% | -3 | -0.3
Cc1cc(C=C2C(=O)NC(=S)NC2=O)c(C)n1C1CCCC1 | -5% | -3% | -14 | ? | ? | -12% | ? | -4 | 5.0
O=C1C2CCCC1C(N1CCCCC1)CC2 (stereo not drawn) | -4% | -4% | -21 | -9% | -6% | 2% | 2% | -3 | -0.2
COC(=O)C1=C(c2ccc(OC(F)(F)F)cc2)C[C@@H]2CC[C@H]1N2C(=O)N1CCC(C)CC1 | -5% | -10% | 4 | 2% | -3% | -1% | 7% | 1 | -1.1
CCC(=NC1CC1)c1c(O)n(C2CCCCC2)c(=O)[nH]c1=O | -7% | -1% | -30 | -4% | 4% | 3% | 0% | -4 | -0.7
CC(=O)c1c(C)n(CC2CCCO2)c2ccc(O)cc12 (stereo not drawn) | · | -2% | -2 | 3% | 0% | 0% | 15% | 3 | 0.6

Whole records, looked up by structure.
O=C(C(=O)N1CCOCC1)c1cn(Cc2ccccc2F)c2ccccc12 as listed: ERG-DNA inh = -1%; Vif-APOBEC3F blk = 3%; D2 antagonist = 2; 12-LOX inh = 11%; Glioma ERSR ind = -4%; Vif-APOBEC3G blk = 3%; RGS4 inhibitor = 11%; LDHA inh = -3; D2 ag = 1.6
CCOC(=O)C1(CCc2ccccc2)CCN(Cc2ccco2)CC1 as listed: ERG-DNA inh = -1%; Vif-APOBEC3F blk = -6%; D2 antagonist = 1; 12-LOX inh = 2%; Glioma ERSR ind = -5%; Vif-APOBEC3G blk = 2%; RGS4 inhibitor = 28%; LDHA inh = -8; D2 ag = 0.4

Screens as filed in PubChem BioAssay.

An excerpt; rates above refer to the full screens.
